Bioassay records from PubChem BioAssay.
MEX-5 binding = C. elegans MEX-5 TCR-2 RNA binding activity; 0.38% of 300,000 active; AID 1832; MEX-5/FITC-TCR2 RNA binding, fluorescence polarization; active compounds read low; activity score (negative = inhibition of binding), % at 10 µM; Q9XUB2;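 active = inhibition past about -25% in most replicates, and total fluorescence under double the plate's negative control median, limit read from the data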;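 also: 0% = DMSO and -100% = 5 µM competing unlabeled TCR2 RNA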
Fam108B inh = counter-screen for RBBP9 inhibitors: inhibitors of mouse Fam108B. recombinant Fam108B, FP-Rh probe fluorescence polarization. inhibition, % at 9.51 µM. 0.33% of 300,000 active. AID 1947;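 active = inhibition above the screen mean inhibition plus 3 SD, computed separately per campaign, cut at about 18% in these data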;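 also: inhibitors lower polarization as less probe binds the enzyme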
VLA-4 inh = inhibition in a human VLA-4 binding assay; P13612; 0.2% of 330,000 active; AID 2557; inhibition, % (about 7 µM as worked out from the volumes in the protocol); VLA-4 expressing cells, ligand binding flow cytometry; in the data active = inhibition above about 50%
Target sequence (P13612 whole entry, looked up): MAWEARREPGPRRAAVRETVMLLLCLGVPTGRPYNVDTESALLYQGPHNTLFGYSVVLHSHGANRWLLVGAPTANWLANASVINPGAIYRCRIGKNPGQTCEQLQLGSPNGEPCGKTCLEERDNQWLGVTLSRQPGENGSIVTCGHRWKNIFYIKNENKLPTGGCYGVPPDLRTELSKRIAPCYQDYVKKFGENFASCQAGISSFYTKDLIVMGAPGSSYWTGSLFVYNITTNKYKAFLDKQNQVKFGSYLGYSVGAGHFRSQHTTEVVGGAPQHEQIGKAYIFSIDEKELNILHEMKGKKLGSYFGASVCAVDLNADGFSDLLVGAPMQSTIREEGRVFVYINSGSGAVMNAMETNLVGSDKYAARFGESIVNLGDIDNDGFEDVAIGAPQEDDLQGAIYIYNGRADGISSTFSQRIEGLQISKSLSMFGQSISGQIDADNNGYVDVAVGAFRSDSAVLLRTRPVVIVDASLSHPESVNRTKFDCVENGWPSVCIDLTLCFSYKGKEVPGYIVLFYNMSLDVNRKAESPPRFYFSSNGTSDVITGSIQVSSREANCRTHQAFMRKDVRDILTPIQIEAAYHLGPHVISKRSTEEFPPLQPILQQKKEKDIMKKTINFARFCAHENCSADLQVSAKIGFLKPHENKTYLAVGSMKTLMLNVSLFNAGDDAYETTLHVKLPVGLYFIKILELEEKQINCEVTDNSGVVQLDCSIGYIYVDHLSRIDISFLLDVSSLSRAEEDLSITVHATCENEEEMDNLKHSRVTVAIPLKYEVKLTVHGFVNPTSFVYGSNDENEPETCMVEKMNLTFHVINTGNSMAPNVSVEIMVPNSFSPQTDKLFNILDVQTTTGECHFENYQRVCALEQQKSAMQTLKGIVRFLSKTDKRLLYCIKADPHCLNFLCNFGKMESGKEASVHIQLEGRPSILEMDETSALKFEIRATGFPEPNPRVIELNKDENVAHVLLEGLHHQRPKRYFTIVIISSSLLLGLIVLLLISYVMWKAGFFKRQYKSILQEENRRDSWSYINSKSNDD
GLD-1 RNA inh = GLD-1-TGE RNA interaction inhibition (C. elegans); inhibition, % at 5.96 µM; purified GLD-1 + fluorescein TGE RNA, fluorescence polarization; AID 2280; 0.44% of 320,000 active;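 active = percent inhibition above a per-plate cutoff, the plate mean of test compounds plus 3 SD, cut at about 30% in these data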;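 also: 0% = DMSO wells with GLD-1 and probe and 100% = wells lacking GLD-1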
GRK2 aptamer HTS = human GRK2 inhibition via aptamer displacement; bead flow cytometry, FAM-aptamer displacement from GRK2; inhibition of aptamer binding, % at 10 µM; 0.59% of 330,000 active; AID 488847;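 active = inhibition of aptamer binding above 40%, roughly 3 SD of noise, on plates passing a quality check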;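 also: median bead fluorescence of bound FAM aptamer so fluorescent compounds give negative values; no value below 0 was filed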
MCL1-BIM inh = inhibitors of human MCL1 binding to BIM-BH3 peptide; Q07820; GST-MCL1 / FITC-Bim-BH3 fluorescence polarization; inhibition, % at 10.9 µM; 0.68% of 320,000 active; AID 2057;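 active = inhibition above the mean inhibition of all tested compounds plus 3 SD, set per campaign, cut at about 40% in these data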;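 also: 0% = DMSO wells and 100% = unlabeled Bim-BH3 peptide control; higher means more loss of mP so more displacement of Bim peptide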
BCLXL inh = blocks human Bcl-xL binding to Bim BH3 peptide; 0.7% of 320,000 active; Q07817; GST-Bcl-xL / FITC-Bim BH3 peptide fluorescence polarization; AID 2129; inhibition, % at 10.9 µM;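 active = inhibition above the mean of all tested compounds plus 3 SD, cutoff set per campaign, cut at about 30% in these data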;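 also: 0% = DMSO wells and 100% = unlabeled Bim-BH3 peptide competitor; inhibitors lower millipolarization by displacing the labeled peptide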
Efflux pump mplx = inhibitors of Candida antifungal efflux pumps expressed in yeast. 0.44% of 330,000 active. AID 485275. S. cerevisiae Candida pump triplex, Nile Red efflux. inhibition, % at 10 µM;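 active = plate passing quality check with inhibition over a set limit, or well fluorescence over plate mean plus 4 SD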;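 also: Nile Red retained in pooled yeast measured as flow cytometry median fluorescence; 0% = buffer negative control and 100% = Enniatin B positive control; higher means more Nile Red kept so more efflux inhibition; some compounds called inactive have numbers as strong as hits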
PME-1 primary = PME-1 (human) inhibition; Q9Y570; recombinant PME-1, FP-Rh probe fluorescence polarization; inhibition, % at 5.9 µM; 0.53% of 320,000 active; AID 2130;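 active = inhibition above the campaign mean of all compounds plus 3 SD, cut at about 26% in these data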;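 also: competitive labeling of PME-1 active site by serine hydrolase directed probe; 0% = PME-1 with DMSO and 100% = wells lacking PME-1 enzyme; inhibitors block probe labeling so polarization falls and inhibition rises; many of its hits are not listed in these tables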
An asterisk follows results filed as active; · = no result given.

SMILES	MEX-5 binding	Fam108B inh	VLA-4 inh	GLD-1 RNA inh	GRK2 aptamer HTS	MCL1-BIM inh	BCLXL inh	Efflux pump mplx	PME-1 primary
Cc1cccc(N2CCN(C(=O)c3ccccc3NC(=O)C3=CSCCO3)CC2C)c1 (stereo not drawn)	-0.1	-1.5	19.7	-6.1	1.0	-0.1	0.2	0.0	-1.8
CC(C)c1ccc(NC2CCCN(C(=O)c3cnn(C(C)C)c3)C2)cc1 (stereo not drawn)	0.6	2.2	9.1	3.4	3.0	2.0	0.8	-1.0	7.7
Cc1ccccc1OCC(=O)NN1CCN(C)CC1	-0.1	-2.4	2.6	-6.8	0.0	9.9	4.1	-0.1	0.4
COc1ccc(Cn2c(C)c(C)c(C#N)c2NC(=O)Nc2cccc(C)c2)cc1	-5.6	-15.1	8.2	-0.7	0.0	-3.4	1.1	0.1	-7.4
COCCN(CC(=O)Nc1cccc(C)c1C)C(=O)c1cc(-c2cccs2)nn1-c1ccccc1	·	·	-6.3	3.9	1.0	-14.2	-11.8	0.0	-8.0
CC(=O)c1cccc(-n2c(CCC(=O)O)ccc2-c2ccccc2)c1	-2.8	-6.7	-4.6	-2.5	6.0	4.7	2.2	0.1	1.0
O=C(NC(=S)Nc1ccccc1N1CCCCC1)c1ccc(F)cc1Cl	2.2	-12.1	13.8	4.2	7.0	4.1	0.8	0.3	-4.0
C[C@@H]1CN([C@@H](C)CO)C(=O)c2cc(NC(=O)Nc3ccc4c(c3)OCO4)ccc2O[C@H]1CN(C)S(=O)(=O)c1ccc(F)cc1	·	·	4.7	7.2	0.0	·	·	0.1	·
COc1cnc(SCCC(F)=C(F)F)[nH]c1=O	1.9	-1.1	7.6	0.0	3.0	-5.5	2.4	0.3	1.2
O=C1C=C(c2cccc(OCc3ccccc3)c2)C[C@@H](c2ccc3c(c2)OCO3)C1	·	·	16.6	6.4	2.0	4.0	2.6	0.2	-9.4
Cc1cccc2c(N=O)c(O)n(CCc3ccccc3)c12	2.7	-2.3	-1.6	-16.5	0.0	-4.6	0.1	-0.3	-31.2
CCc1cccc(OCC(=O)Nc2ccc(C)c(S(=O)(=O)N3CCCCCC3)c2)c1	2.4	-22.8	-2.0	7.2	2.0	0.4	-1.7	0.1	-24.1
COc1cc(OC)c(N(C)S(=O)(=O)c2cccc(C(=O)NC3=NCCS3)c2)cc1Cl	1.8	-2.3	27.4	5.2	0.0	-1.5	-0.8	0.0	4.3
C=CC[C@@H](CC(=O)N[C@@H](CO)Cc1ccccc1)C(=O)NCCOC(=O)[C@@H](CC=C)CC(=O)OC(C)(C)C	·	·	-7.6	3.5	94.0*	·	·	-0.1	·
Cc1cc(Cl)ccc1OCCCC(=O)N/N=C/c1cccc([N+](=O)[O-])c1	1.9	-3.2	11.8	5.0	2.0	-5.4	-7.5	0.3	-13.5
COc1ccc(NC(=O)NC2CCCc3ccccc32)cc1OC (stereo not drawn)	-0.3	0.6	1.9	-3.0	1.0	-5.5	-1.4	-0.2	14.1
Cc1ccc(Nc2cc(C)nc(-c3ccccc3)n2)cc1	1.3	4.4	2.9	8.8	0.0	-5.4	1.2	-0.2	-10.6
CCOC(=O)C1CCN(CC(O)COC(CC)c2ccccc2)CC1 (stereo not drawn)	2.0	1.1	19.4	-7.8	0.0	-2.0	2.7	0.1	4.4
CCN(Cc1ccccc1)S(=O)(=O)c1ccc(S(=O)(=O)N2CCN(CCC#N)CC2)cc1	0.4	-0.8	-15.6	5.8	0.0	5.9	6.4	-0.1	1.1
O=C(OC1CSc2nc3ccccc3n2C1)c1ccco1 (stereo not drawn)	1.2	-3.6	39.3	8.1	0.0	7.1	6.7	0.0	-6.1
Cc1ccc(-c2n[nH]c(=O)c3ccccc23)cc1S(=O)(=O)NCCN1CCOCC1	1.4	1.9	0.7	0.3	0.0	1.2	3.3	0.0	-4.6
COc1ccc(CNC(=O)COC(=O)CCc2c[nH]c3ccccc23)cc1	0.0	3.5	-10.1	-2.3	0.0	1.6	-5.3	-0.3	-1.2
COc1ccc(S(=O)(=O)c2c(O)c3ccc(C(=O)Nc4ccccc4F)cc3[nH]c2=O)cc1	1.3	4.2	15.1	6.5	7.0	8.3	13.8	0.2	-0.1
Cc1n[nH]c(=O)c2c(NC(=O)CSc3cc(Cl)ccc3Cl)oc(C)c12	·	·	15.4	-2.2	0.0	2.2	-0.7	-0.1	19.8
COc1ccccc1NC(=O)Nc1ccc2c(c1)OCCO2	0.0	-1.4	3.0	2.8	2.0	-0.3	0.1	0.0	5.5
CC(=O)Nc1cc(NC(C)=O)c(CC(C)C)s1	0.7	1.1	3.0	-1.0	0.0	12.0	6.0	0.1	3.8
Cc1cccc(N2CCN(c3ccc(C(N)=O)cc3[N+](=O)[O-])CC2)c1C	2.9	-1.7	8.0	4.0	0.0	-2.0	0.3	0.0	-3.0
O=C(CN1C(=O)c2ccccc2C1=O)Nc1nc(-c2cccc([N+](=O)[O-])c2)cs1	1.4	-7.2	2.7	0.3	2.0	5.4	5.1	0.4	3.4
CSCCC(NC(=O)C12CC3CC(CC(C3)C1)C2)C(=O)OCC(=O)c1ccc(C)cc1 (stereo not drawn)	-1.2	1.7	-4.2	1.5	1.0	13.8	8.1	0.0	8.5
c1ccc(-n2ncc3c(NCC4CCCO4)ncnc32)cc1 (stereo not drawn)	-1.2	1.5	-10.3	7.4	2.0	3.8	3.1	-0.1	1.4
COc1ccc(/C=C/C(=O)OCC(=O)Nc2ccc(S(N)(=O)=O)cc2)cc1OC	-0.6	-1.1	17.0	0.8	0.0	8.5	5.0	-0.1	0.0
COc1ccc(NC(=O)CCOc2ccccc2)cc1	0.5	10.7	9.7	1.4	0.0	0.6	2.6	0.0	2.5
O=C(COc1ccccc1Cl)NCCNC(=O)c1cccnc1	0.1	-5.0	-3.5	12.9	0.0	-6.9	-6.6	-0.2	-2.2
Cc1cc(C)c(NC(=O)CS(=O)CC(=O)Nc2ccc(N3CCOCC3)cc2)c(C)c1 (stereo not drawn)	2.6	1.1	-7.5	6.4	1.0	-2.2	3.3	-0.3	-2.2
CCOC(=O)Nc1sc(C)nc1-c1ccccc1	-0.5	3.5	-0.4	-1.4	44.0*	4.4	2.6	0.0	-1.0
Cc1nn(C)cc1CNC(=O)c1ccc(F)cc1	0.5	0.3	-7.5	3.9	0.0	1.8	2.6	0.1	5.2
CC(=O)c1cc(Cl)ccc1OCc1cccc(S(=O)(=O)N2CCOCC2)c1	-0.4	-1.6	17.1	-0.3	0.0	-3.2	-0.6	0.0	8.5
COc1ccccc1-n1c(CNC(=O)c2ccco2)n[nH]c1=S	-0.7	1.8	-23.7	3.8	0.0	-2.9	-2.0	0.0	3.6
CCOc1ccc(C(=O)CCC(=O)Nc2cccc(S(=O)(=O)N3CCCCC3)c2)cc1	·	·	-21.1	3.6	10.0	-1.2	2.3	-0.1	-8.6
Cc1ccc(S(=O)(=O)N2CCN(C(=O)COC(=O)CSc3ccccc3)CC2)c(C)c1	0.6	1.3	-0.8	5.1	2.0	-1.0	0.3	-0.1	-2.2
Cc1ccc(NC(=O)COC(=O)c2ccc(F)cc2Cl)c(Br)c1	-0.2	-2.4	10.3	-0.2	36.0	0.5	1.3	0.0	2.9
O=C(N/N=C/c1ccncc1)NC12CC3CC(CC(C3)C1)C2	0.8	-5.0	-3.6	-0.1	0.0	-3.0	1.6	0.0	-6.0
CCOC(=O)c1c(NC(=O)CN2C(=O)NC3(CCC(CC)CC3)C2=O)sc(C)c1-c1ccc(C)cc1 (stereo not drawn)	-2.2	2.6	2.0	-0.4	3.0	-6.6	-5.3	0.0	-2.8
CCOC(=O)CNC(=O)N1CCC(CCC(=O)N(C)Cc2ccccc2)CC1	1.3	-1.0	-2.3	-0.3	0.0	2.8	5.6	0.0	-5.3
CCNCC(=O)N1c2ccccc2CCc2ccc(NC(C)=O)cc21	-1.2	5.2	-16.1	-3.0	0.0	8.9	1.6	0.0	4.0

3 entries already listed, sorted by the number in PME-1 primary, largest number first:
SMILES | PME-1 primary
O=C(CN1C(=O)c2ccccc2C1=O)Nc1nc(-c2cccc([N+](=O)[O-])c2)cs1 | 3.4
COc1ccc(CNC(=O)COC(=O)CCc2c[nH]c3ccccc23)cc1 | -1.2
Cc1cc(Cl)ccc1OCCCC(=O)N/N=C/c1cccc([N+](=O)[O-])c1 | -13.5

Continuation.
SMILES	MEX-5 binding	Fam108B inh	VLA-4 inh	GLD-1 RNA inh	GRK2 aptamer HTS	MCL1-BIM inh	BCLXL inh	Efflux pump mplx	PME-1 primary
COc1ccc(-n2cnc3c(sc4nccc(N(C)C)c43)c2=O)cc1	1.2	0.6	-6.0	1.2	0.0	6.9	5.3	0.1	4.1
Cc1c(C(=O)N/N=C/c2ccoc2)cccc1[N+](=O)[O-]	2.5	-0.2	10.2	1.3	0.0	4.5	-0.7	-0.2	-2.8
O=C(Oc1ccc(Cl)c2cccnc12)C12CC3CC(CC(C3)C1)C2	2.4	1.2	-0.8	3.6	0.0	6.0	-2.8	0.0	-2.4
O=C(O)CCCC(=O)NCCc1ccncc1	-0.9	-1.0	0.5	5.2	1.0	-4.5	4.6	0.0	-4.6
Cc1ccc(S(=O)(=O)N2CCOCC2)cc1C(=O)N1CC(C)OC(C)C1 (stereo not drawn)	1.3	2.3	-1.0	1.9	3.0	6.2	4.6	0.1	3.2
COc1c(Br)cc([N+](=O)[O-])c(OC)c1C(=O)NC(=O)Nc1nc(C)cc(C)n1	·	-3.7	10.9	2.9	1.0	8.3	4.6	0.2	-3.3
Cc1ccc2c(c1)COc1c3ccc(C(=O)N[C@@H](CO)C(C)C)cc3nn1-2	0.3	8.7	-6.2	3.2	1.0	1.8	0.4	-0.2	4.5
O=C(C1CCCN(Cc2nc(-c3ccc(Cl)cc3)no2)C1)N1CCOCC1 (stereo not drawn)	2.7	-1.2	-2.0	0.1	0.0	0.9	3.5	0.1	-2.0
CC1Cc2ccccc2N1C(=O)CSCC(=O)O (stereo not drawn)	-1.3	3.3	-1.6	3.8	0.0	-2.4	2.8	0.1	2.4
COc1ccc(OC)c2c(C)cc(N3CCCN(C)CC3)nc12	-1.1	4.4	1.4	7.0	4.0	14.5	5.1	0.2	1.8
COC(=O)Nc1nc2ccc(Br)cc2s1	-0.7	0.4	3.2	-2.3	0.0	-0.7	-4.1	-0.1	3.2
Cc1c([N+](=O)[O-])cc(C(=O)Nc2ccc3ncccc3c2)cc1[N+](=O)[O-]	-0.4	-1.3	4.8	0.7	2.0	9.8	1.2	0.0	2.1
COc1ccc(-n2c(Cc3cccn3C)nnc2SCC(=O)N2CCOCC2)cc1	-5.6	-0.5	9.7	3.5	2.0	-2.1	3.9	-0.1	0.5
Cc1ccccc1NC(=O)Cn1nc(C)c2ccccc2c1=O	6.2	-0.9	0.7	-0.7	3.0	-5.9	-3.0	-0.1	3.0
CCOC(=O)C1(CCOc2ccccc2)CCN(Cc2cccs2)CC1	-2.3	-1.2	1.0	-0.8	0.0	8.4	10.3	0.0	-0.8
O=C(OCc1cc2ccccc2[nH]c1=O)c1ccccn1	-0.5	-0.1	-7.5	-6.0	9.0	6.0	-0.2	0.5	-0.5
CCOc1ccc(NC(=O)CN(C)C(=O)Cn2c(=O)oc3ccccc32)cc1OCC	-0.9	2.6	6.0	-1.2	0.0	-2.1	1.7	0.1	3.0
CC(=O)N1CCN(c2ccc(NCc3ccc(F)cc3)cc2)CC1	-1.4	2.8	-13.7	6.0	3.0	10.7	5.5	0.1	6.0

Only part of the results is shown; the hit share may differ from the screen's.
